Source: PubChem BioAssay (several laboratories)
sdo1 growth – sdo1-depleted yeast growth rescue; AID 817; 140,000 tested, 0.21% active; S. cerevisiae sdo1-depleted JHY4D growth rescue, OD600 30 h; active compounds read high; pdr5 snq2 efflux-pump mutant strain; z-score at 10 µM;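 active means z-score above 3 at both the 24 hr and the 30 hr optical density reads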;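 further: z-score against mean and SD of all compound wells on the same plate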
INS promoter inh – TRM-6 insulin promoter activity inhibition. AID 1273. inhibition, % at 2 µM. 130,000 tested, 0.9% active. TRM-6 cells (human fetal islet line), insulin promoter-eGFP reporter, imaging; reporter expression induced with tamoxifen;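 active means inhibition above the mean plus 3 SD, with well images judged a real hit on visual review, cut at about 60% in these data, passing the limit was not always enough; inconclusive means inhibition over the cutoff but images rejected on review; inactive means inhibition not above the cutoff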
sdo1 growth Rescue 24 h – second read-out of sdo1 growth, no call of its own (marks repeat the call); z-score; S. cerevisiae sdo1-depleted JHY4D growth rescue, OD600; measured here: growth rescue at 24 h;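 0 is the plate mean of compound wells and units are plate SD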
* hit, by the source's call; ? = inconclusive; · = not tested or not shown; [ ] = remark or other dose.

SMILES | sdo1 growth | sdo1 growth Rescue 24 h | INS promoter inh
CCOc1cc(C2c3c(-c4ccccc4)n[nH]c3C(=O)N2c2ccc(C(=O)O)cc2)ccc1O (stereo unspecified) | · | · | 0
CC(c1ccccc1)n1c(SCC(=O)N2CC(=O)Nc3ccccc32)nc2ccccc2c1=O (stereo unspecified) | 0.08 | -0.3 | ·
COc1ccc(C(=O)N2CCN(Cc3ccccc3C)CC2)cc1OC | 0.07 | -0.32 | -61
CCCc1ncc(C(O)c2cccc(OC)c2OC)n1C (stereo unspecified) | 0.5 | -0.13 | 0
CC(=O)NC(Cc1ccccc1)C(=O)OCC(=O)c1ccc(Br)cc1 (stereo unspecified) | 1 | 0.56 | 36
O=C(CCC(=O)N(c1ccccc1)C(C(=O)NC1CCCC1)c1ccncc1)Nc1cccnc1 (stereo unspecified) | 0.08 | 0.18 | 50
COc1ccc(-c2nc3c(c(=O)n(C)c(=O)n3C)n2CC2CC(c3ccccc3)=NO2)cc1OC (stereo unspecified) | · | · | 55
CCOc1ccc(CCNC(=O)c2cc3sccc3n2C)cc1OCC | -0.69 | -0.24 | -39
Cc1nc2ccccc2nc1CSc1nnc(N)s1 | 1.1 | 0.74 | 17
Cc1c(C(=O)N/N=C/c2ccccc2)[nH]c2ccc(Cl)cc12 | -1.2 | -1 | 12
CCNc1nc(Cl)nc(NNC(=O)C(C)Oc2ccccc2)n1 (stereo unspecified) | 0.85 | 0.52 | ·
O=C(CN1C(=O)c2cccc3cccc1c23)Nc1ccc(S(=O)(=O)Nc2nccs2)cc1 | 0.56 | 0.82 | ·
Cc1ccc(N(CC(=O)Nc2ccccc2-c2ccccc2)S(=O)(=O)c2ccccc2)cc1 | -0.78 | -0.54 | -8
CC(C)CCNC(=O)c1sc2ccc(S(=O)(=O)N3CCCCC3)cc2c1N | 0.82 | 0.86 | ·
O=C1C(c2cc(=O)c3ccccc3[nH]2)=C(O)c2ccccc21 | 0.59 | 0.39 | 18
CCCCn1c(=NC(=O)c2cccnc2)c(C#N)cc2c(=O)n3cccc(C)c3nc21 | -0.87 | -0.9 | 6
Cc1csc(NC(=O)CSc2nncn2C)n1 | 0.34 | 0.15 | 24
CC(C)C(NC(=O)CN1C(=O)c2ccccc2S1(=O)=O)C(C)C | 0.35 | 0.03 | ·
CCC(C)NC(=O)c1ccccc1NC(=O)c1ccccc1N(C)S(C)(=O)=O (stereo unspecified) | 0.14 | -0.02 | -58
CC1(C)CC(CCN(Cc2ccccc2)C(=O)c2ccco2)(c2ccccc2)CCO1 (stereo unspecified) | -0.12 | -0.51 | -6
O=C(CSc1nnc(CNC(=O)c2ccccc2F)o1)c1ccc(Cl)cc1 | -1.1 | -1.2 | 4
Cn1c(NC(=O)C2CCCO2)cc(=O)n(C)c1=O (stereo unspecified) | 0.89 | 0.62 | -11
O=C(c1ccc(F)cc1)c1c[nH]c(C(=O)NCCCN2CCOCC2)c1 | 0.06 | -0.49 | 23
N#C/C(=C/Nc1ccccc1)c1ccsc1 | -0.44 | -0.73 | -11
CS(=O)(=O)c1nncn1-c1ccccc1 | 0.15 | 0.4 | 8
CCCC(O)(CCC)C(=O)NN(C(=O)CCl)c1ccccc1 | 0.07 | -0.67 | 20
CSc1ccc(OC2CCCCC2NS(=O)(=O)c2ccc(Cl)cc2)cc1 (stereo unspecified) | -1.8 | -1.4 | 100*
Cc1ccc(/C=N/NC(=O)c2csc3c2CCCC3)cc1 | 1.9 | 3.1 | ·
CCCCn1c(N)c(C(=S)NC(=O)CC(C)C)c(=O)n(C)c1=O | 0.55 | 0.64 | 17
O=C(NCCN1CCOCC1)c1ccc2c(c1)ncn2C1CCCC1 | 1.1 | 0.18 | 10
O=C(O)C(=O)/C(=C\c1cccc2ccccc12)c1ccc2ccccc2n1 | -1 | -0.07 | 10
CC(C)(C)NC(=O)C(c1ccccc1)N(C(=O)C1CSC(=O)C1)c1ccccc1 (stereo unspecified) | -0.91 | -1.4 | -89
Cc1cc(C)cc(N2C(=O)c3nccnc3C2=O)c1 | 0.33 | 0.05 | 56
C#CCN1C(=O)C(O)(CC(=O)c2ccc3c(c2)OCCO3)c2ccccc21 (stereo unspecified) | 0.52 | -0.12 | ·
COC(=O)c1sc(N)c(C(=O)OC)c1CSc1nc2sc3c(c2c(=O)n1C)CCC3 | -0.68 | 0.23 | 10
CC(C)n1c(SCc2ccccc2F)nc2c1c(=O)n(C)c(=O)n2C | -1.1 | -1.4 | ·

In the list so far, these contain a cyano group.
SMILES | sdo1 growth | sdo1 growth Rescue 24 h | INS promoter inh
CCCCn1c(=NC(=O)c2cccnc2)c(C#N)cc2c(=O)n3cccc(C)c3nc21 | -0.87 | -0.9 | 6
N#C/C(=C/Nc1ccccc1)c1ccsc1 | -0.44 | -0.73 | -11

Additional compounds:
SMILES | sdo1 growth | sdo1 growth Rescue 24 h | INS promoter inh
COc1ccc(CCNC(=O)Cc2ccc3c(c2)OCO3)cc1OC | 1.6 | 1.3 | -22
c1cncc(CN=C2Nc3ccccc3CS2)c1 | · | · | 45
COc1cccc(NS(=O)(=O)c2ccc3[nH]cc(C(=O)NCCCOC(C)C)c(=O)c3c2)c1 | -0.01[9.3 µM] | 1.2 | ·
COc1cccc(NC(=O)CSc2nc3ccccc3c3nc4ccccc4n23)c1 | -0.39 | 0.56 | ·
c1ccc(-c2nnc(-c3ccco3)n2-c2ccccc2)cc1 | -1.2 | -0.72 | -57
O=C(CNc1ccc2ccccc2c1)N/N=C/C=C/c1cccc([N+](=O)[O-])c1 | -0.07 | 1.1 | ·
CSCc1cc(N2CCOCC2)nc(-c2ccccc2)n1 | · | · | 9
COc1ccc(OC)c2[nH]c(=O)c(CCNC(=O)c3ccc(Br)o3)cc12 | 0.87 | 0.69 | 86*
Cc1nn(Cc2ccccc2)c(Cl)c1C(=O)NCc1ccc(C)n1C | 0.01 | -0.16 | -16
CCOc1ccc(-n2c(=S)sc3c(=O)[nH]c(SCC(=O)NC(C)CC)nc32)cc1 (stereo unspecified) | 0.44 | 0.04 | 29
c1ccc(Cc2nnc3sc(-c4cccs4)nn23)cc1 | -0.73 | -0.37 | ?
O=C(CSc1nnc(-c2ccccc2F)n1CCc1ccccc1)Nc1ccc2[nH]c(=O)[nH]c2c1 | 1.4 | 1.7 | -31
Cc1ccoc1C(=O)NCCCNC(=O)c1occc1C | -0.6 | -1.7 | ·
O=C(CCCSc1nc2sc3c(c2c(=O)[nH]1)CCC3)NCCCO | -0.72 | -0.25 | ·
CC1=NN2C(=N)/C(=C\c3ccc(SCc4ccccc4)o3)C(=O)N=C2S1 | -0.67 | 0.38 | 9
Cc1cc(Oc2nc3c(C)cccn3c(=O)c2/C=C(\C#N)S(=O)(=O)c2ccccc2)ccc1Cl | -1.7 | -1.5 | ·
CC(=O)c1ccc(OCC(O)CN2CC(C)OC(C)C2)cc1 (stereo unspecified) | 0.32 | -1.4 | 7
CCCCCCCC(=O)N/N=C/c1ccc([N+](=O)[O-])o1 | -1.5 | -1.5 | ·
Cc1csc(NC(=O)C2CCCC2)n1 | 0.01 | -0.26 | 28
O=C(Cc1coc2ccc3ccccc3c12)NCc1cccs1 | -0.32 | -0.34 | 3
CCCCNCc1cc(Br)c(OCC(=O)N2CCOCC2)c(OC)c1 | 0.49 | 0.42 | 35
N=c1n(CCO)c2ccccc2n1Cc1ccc(Cl)cc1 | 1.2 | 0.37 | 43
CCCCc1nc2ccccc2c(=O)n1NC(=O)c1c(O)c2ccccc2n(C)c1=O | · | · | 11
O=C(NCC(c1cccnc1)N1CCN(c2ccccc2F)CC1)c1ccccc1 (stereo unspecified) | -2.3 | -1.6 | -30
COc1ccc(C/C(N)=N/O)cc1 | 1.5 | 0.32 | 20
OCCNc1nc(-c2cccnc2)nc2ccccc12 | 0.66 | 0.33 | ·
CCN(CC)S(=O)(=O)c1cccc(-c2nnc(SCC(=O)NC3CCCCCC3)n2N)c1 | 0.96 | 0.67 | -38
O=C(CSc1nnc(Cc2cccs2)n1Cc1ccco1)Nc1cccc(Cl)c1 | -0.41 | -0.2 | -16
COC(=O)C12CC3CC(C1)CC(n1cnc(Cl)n1)(C3)C2 | 0.86 | -0.05 | -20
O=C(O)CCc1nn2c3ccccc3n(CCN3CCCCC3)c2nc1=O | 1 | 1 | 7
COc1ccc(C(=O)/C=C/c2ccc(C)cc2)c(OC(=O)c2ccc([N+](=O)[O-])cc2)c1 | -1.1 | -1.1 | 22
CCOc1ccc(N=C2NN=C(c3cc(C)n(CC4CCCO4)c3C)CS2)cc1 (stereo unspecified) | · | · | 6
O=S(=O)(Nc1cccc2c1CCCC2)c1ccc(Cl)cc1 | -1.8 | -1 | 8
O=C(CSc1nnc(-c2ccncc2)o1)NC1C2CC3CC(C2)CC1C3 (stereo unspecified) | -0.48 | -0.32 | ·
CC1CCCCC1NC(=O)COC(=O)/C=C/c1ccc2c(c1)OCO2 (stereo unspecified) | -0.25 | 0.06 | 50
CCOc1ccc2nc(Cl)c(/C=C/C(=O)c3ccco3)cc2c1 | -0.4 | 1.4 | -371
CCS(=O)(=O)c1nc2ccccc2n1CC(=O)N1CCCCC1 | 1.7 | 2.3 | 9
O=[N+]([O-])c1ccc2nc(-c3ccccc3)n(OCc3ccc(Cl)cc3)c2c1 | -0.46 | -0.1 | -7
O=C(Nc1cccc(Cl)c1)c1ccc(NCCCN2CCOCC2)c([N+](=O)[O-])c1 | -0.32 | -0.32 | 28
COc1ccc(/C=N/Nc2nccnc2Cl)cc1 | -0.16 | -1.1 | 83*
COc1ccc2[nH]cc(C(=O)CN3CCN(C(=O)c4ccco4)CC3)c2c1 | 0.36 | 0.25 | 19
CCC(=O)N(Cc1cc(=O)[nH]c2ccccc12)C1CCCCC1 | 1.4 | 1.9 | ·
CCC(C)(C)n1nnnc1C(C(C)C)N(Cc1cccnc1)Cc1ccco1 (stereo unspecified) | · | · | -5
CCC(=O)NC(=S)Nc1ccc(NC(=O)c2ccco2)c(OC)c1 | 0.48 | -0.04 | ·
COc1ccccc1N(C)S(=O)(=O)c1ccc(C(=O)OCC(=O)NCCC2=CCCCC2)cc1 | -0.81 | 0.82 | 25
COc1ccc(-n2cc(CN(C)Cc3n[nH]c(=O)[nH]3)c(-c3cccc(F)c3)n2)cc1 | · | · | 43
O=C(NCc1ccco1)C1c2ccccc2Oc2ccccc21 | 0.48 | 1.9 | -72
CN(C)c1ccc(/C=N/N=C2/NC(=O)/C(=C/c3ccc([N+](=O)[O-])cc3)S2)cc1 | 0.81 | 1.9 | -25

A second format for some results above.
Cc1csc(NC(=O)C2CCCC2)n1
  sdo1 growth: 0.01; sdo1 growth Rescue 24 h: -0.26; INS promoter inh: 28
O=C(Cc1coc2ccc3ccccc3c12)NCc1cccs1
  sdo1 growth: -0.32; sdo1 growth Rescue 24 h: -0.34; INS promoter inh: 3
O=C(NCCN1CCOCC1)c1ccc2c(c1)ncn2C1CCCC1
  sdo1 growth: 1.1; sdo1 growth Rescue 24 h: 0.18; INS promoter inh: 10

(cont.)
SMILES | sdo1 growth | sdo1 growth Rescue 24 h | INS promoter inh
O=c1[nH]c2ccc(S(=O)(=O)N3CCN(C4CCCCC4)CC3)cc2[nH]c1=O | 1.2 | 1.1 | 50
Cc1ccc(-c2nnc(N3CCCCC3)c3ccccc23)cc1S(=O)(=O)N(C)C | -0.46 | 0.19 | 14
COc1ccc(CNC(=O)c2ccc(CS(=O)(=O)Cc3ccccc3F)o2)cc1 | · | · | 33
O=C(c1ccccc1NS(=O)(=O)c1ccc(Br)s1)N1CCOCC1 | -0.73 | -0.81 | 19
CCc1sc(C(=O)Nc2cccc(C(C)=O)c2)cc1C | 0.05 | 0.29 | -31
Cc1cccc(N2C(=O)CC(N3CCN(c4cccc(C(F)(F)F)c4)CC3)C2=O)c1 (stereo unspecified) | -0.31 | 0.45 | 5
CNC(=O)COC(=O)c1ccc(-c2nc3ccccc3s2)s1 | 1.3 | 1.5 | 16
CC(=O)N1CCN(c2ccc(NC(=O)c3ccc(Br)o3)cc2Cl)CC1 | · | · | 53
Cc1nn(CC(=O)Nc2ccc(Cl)c(S(=O)(=O)N(C)C)c2)c(C)c1[N+](=O)[O-] | 2 | 2.3 | -8
Cc1cc(N2CCN(C)CC2)nc2ccc(NC(=O)c3ccc4c(c3)OCO4)cc12 | -0.31 | -0.6 | -84
S=C(NCC(c1ccco1)N1CCCC1)Nc1ccccc1 (stereo unspecified) | · | · | 26
Cc1cnnc2c1-c1nonc1CC2 | 1.1 | 1.1 | 27

Complete entries, looked up by structure. Values in the order: sdo1 growth	sdo1 growth Rescue 24 h	INS promoter inh
`CNC(=O)COC(=O)c1ccc(-c2nc3ccccc3s2)s1` across the screens: 1.3	1.5	16
`Cc1nn(CC(=O)Nc2ccc(Cl)c(S(=O)(=O)N(C)C)c2)c(C)c1[N+](=O)[O-]` across the screens: 2	2.3	-8
`S=C(NCC(c1ccco1)N1CCCC1)Nc1ccccc1` (stereo unspecified) across the screens: ·	·	26
`O=C(c1ccccc1NS(=O)(=O)c1ccc(Br)s1)N1CCOCC1` across the screens: -0.73	-0.81	19
`CC(=O)N1CCN(c2ccc(NC(=O)c3ccc(Br)o3)cc2Cl)CC1` across the screens: ·	·	53

(cont.)
SMILES | sdo1 growth | sdo1 growth Rescue 24 h | INS promoter inh
Cc1cc(C)c(S(=O)(=O)N(CC(=O)O)C2CCCCC2)c(C)c1 | 0.32 | -0.03 | -3
CC(=O)c1ccc(NC(=O)N2C3CCC2CC(O)(c2cccnc2)C3)cc1 (stereo unspecified) | · | · | -46
Cc1ccc(C(C(=O)NC2CCCCC2)N(Cc2ccco2)C(=O)Cn2cnc3ccccc32)cc1 (stereo unspecified) | 0.05 | 0.19 | 25
O=[N+]([O-])c1cccc(-c2nnc(-c3ccc4c(c3)OCO4)o2)c1 | 0.53 | 1.4 | 11
O=C(CSc1nnnn1-c1ccccc1)Nc1ncc(Cc2cc(Cl)ccc2Cl)s1 | -0.91 | 0.56 | 12
